# CYP2C19 act: activators of human cytochrome P450 2C19; P33261; recombinant CYP2C19, luciferin-H EGE luminescence; active compounds read high; 0 = fully inhibited enzyme, 1 = untreated enzyme; activation factor at 5 µM; 96,000 tested, under 10 active; AID 1025;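 active = activation factor of at least 2 at 5 µM in the primary screen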;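 note: 0 = wells with 2.5 mM tranylcypromine and 1 = vehicle-only wells; values of inactives mirror those of a sister screen read the other way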
# Target sequence (P33261 whole entry, looked up): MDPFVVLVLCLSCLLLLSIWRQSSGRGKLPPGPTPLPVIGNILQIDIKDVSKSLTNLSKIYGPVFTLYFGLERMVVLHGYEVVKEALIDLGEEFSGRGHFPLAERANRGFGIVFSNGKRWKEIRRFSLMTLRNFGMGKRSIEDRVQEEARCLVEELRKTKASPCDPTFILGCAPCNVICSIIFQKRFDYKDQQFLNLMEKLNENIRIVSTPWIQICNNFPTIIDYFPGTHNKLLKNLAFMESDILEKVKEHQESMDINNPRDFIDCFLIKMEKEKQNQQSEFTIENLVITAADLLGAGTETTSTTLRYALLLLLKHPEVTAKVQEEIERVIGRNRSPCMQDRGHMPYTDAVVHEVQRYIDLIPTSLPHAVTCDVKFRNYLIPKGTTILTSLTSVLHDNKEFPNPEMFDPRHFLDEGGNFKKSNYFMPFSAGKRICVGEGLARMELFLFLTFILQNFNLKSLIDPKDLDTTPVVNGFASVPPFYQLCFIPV
# CYP2C9 inh: blocks human cytochrome P450 2C9; P11712; CYP2C9 Supersomes, luciferin-H conversion, luminescence; inhibition, % at 5 µM; actives 20% (n = 96,000); AID 777;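 active = blocking of liver enzyme CYP2C9 beyond about 50% at 5 µM, limit read from the data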; note: values of inactives mirror those of a sister screen read the other way
# Target sequence (P11712 whole entry, looked up): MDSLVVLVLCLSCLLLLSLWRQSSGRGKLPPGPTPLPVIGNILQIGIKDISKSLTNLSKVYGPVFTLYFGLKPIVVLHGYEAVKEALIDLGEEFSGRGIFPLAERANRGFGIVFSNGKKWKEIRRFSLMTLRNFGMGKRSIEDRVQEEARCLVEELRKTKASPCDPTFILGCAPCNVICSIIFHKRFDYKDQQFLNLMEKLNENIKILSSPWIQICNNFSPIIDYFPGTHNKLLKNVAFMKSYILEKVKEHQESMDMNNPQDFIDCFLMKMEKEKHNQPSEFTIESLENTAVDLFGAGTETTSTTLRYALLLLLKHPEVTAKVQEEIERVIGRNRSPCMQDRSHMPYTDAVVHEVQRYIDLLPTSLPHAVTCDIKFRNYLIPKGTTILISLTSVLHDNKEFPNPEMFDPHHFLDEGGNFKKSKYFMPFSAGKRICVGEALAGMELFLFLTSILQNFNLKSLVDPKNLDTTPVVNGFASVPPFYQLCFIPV
# PLAP act: human PLAP activation. purified PLAP enzyme, luminescent substrate read-out; active compounds read high. activation fold at 20 µM. actives 1.2% (n = 96,000). AID 696; in the data active = activation fold above about 2
# CD11b adhes inh: blocks human CD11b/CD18 adhesion to fibrinogen; AID 1497; actives 0.54% (n = 93,000); K562 CD11b/CD18 adhesion to fibrinogen, ATPlite luminescence; Mn2+ added to activate the integrin; P05107+P11215; inhibition, % at 10 µM;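 active = primary inhibition of 50% or more at 10 µM, then 40% or more on retest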; note: some results filed as inactive read as strong as hits
# CD11b adhes enh: enhancers of human CD11b/CD18 binding to fibrinogen; K562 CD11b/CD18 adhesion to fibrinogen, ATPlite luminescence; activation, % at 10 µM; actives 0.07% (n = 93,000); AID 1499;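 active = 10 µM primary screen giving 50% or more activity, confirmed by 40% or more on retest at that dose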; note: strong numbers were not always called active; reference of the scale not given here
# CYP2C9 activ: activators of human CYP2C9; recombinant CYP2C9, luciferin-H conversion, luminescence; active compounds read high; factor 1 = untreated enzyme, 0 = blocked; P11712; actives 1.4% (n = 96,000); activation factor at 5 µM;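 active = activation factor of 2 or more for CYP2C9 at a 5 µM dose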;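 note: 0 = sulfaphenazole-blocked wells and 1 = vehicle-only wells; values of inactives mirror those of a sister screen read the other way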
# MT1-MMP txn act: activates MT1-MMP transcription | HT1080 MT1-MMP promoter luciferase reporter, luminescence, overnight; active compounds read high | activation factor at 10 µM | actives 0.16% (n = 86,000) | AID 750;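 active = activation factor of at least 2 for MT1-MMP transcription at 10 µM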
# Pyk2 oligo antag: Pyk2 (human) oligomerization antagonism. Q14289. Q293 cells, Pyk2 FERM NanoBiT luminescence; active compounds read low. z-score (the deposit names both 25 µM and 10 µM). actives 0.83% (n = 99,000). AID 1347419;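 active = Z-score of -3 or lower, scaled per plate to the spread of control and sample wells; inactive = z-score above -3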;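 note: negative z-score means lost luminescence so less FERM oligomerization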
# CYP2C19 inhib: human CYP2C19 inhibition; CYP2C19 Supersomes, luciferin-H EGE luminescence, 30 min; inhibition, % at 5 µM; actives 21% (n = 96,000); AID 778;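 active = CYP2C19 inhibition above a set limit at 5 µM in the primary screen, cut at about 50% in these data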;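 note: plate controls were negative control wells for no effect and 2.5 mM tranylcypromine positive control for full effect; values of inactives mirror those of a sister screen read the other way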
# The depositor's hits bear a star; nt = no result given.
CYP2C19 act	CYP2C9 inh	PLAP act	CD11b adhes inh	CD11b adhes enh	CYP2C9 activ	MT1-MMP txn act	Pyk2 oligo antag	CYP2C19 inhib	Molecule
0.1	22.8	0.7	14.7	4.4	0.8	1.2	-1.72	95.0*	CSc1ccc(S(=O)(=O)NC2CCCCCC2)cc1
1	3.8	1.6	-24.5	-2.9	1	1.1	-0.52	1.5	CCOC(=O)n1c(=O)oc2ccccc21
0.7	55.8*	1.2	-5.2	0.5	0.4	1.1	0.03	29.5	CC(NC(=O)c1cc(-c2ccc3c(c2)OCO3)nc2ccccc12)C(C)(C)C (centres undefined)
1	3.5	0.9	-11.2	-1.9	1	1.1	-0.11	4.1	CC(SC1CCCC1)C(=O)Nc1ccnn1C(C)C (centres undefined)
0.1	84.9*	1.6	-10.3	0.3	0.2	1	-0.44	92.5*	COc1ccccc1CNC(=O)CN(C)CC(=O)Nc1cccc(F)c1
0.6	13.6	1.2	88.6*	-7.5	0.9	1.1	0.41	35.7	CN(Cc1cccs1)c1ncnc2sccc12
1	56.6*	1.6	7.8	2.5	0.4	1.1	-1.08	-0.5	CCSc1nnc(NC(=O)c2ccc(Br)s2)s1
0.9	6.4	1	-6.7	-4.3	0.9	nt	-1.04	6.7	COc1cccc(C2C(C(=O)Nc3nc4ccccc4s3)=C(C)NC3=C2C(=O)CC(C)(C)C3)c1OC (centres undefined)
0.9	4.8	1	-2.5	-7.8	1	1.4	0.54	12.9	CC1(C)Cc2c(C#N)c(OCC(=O)c3ccccc3)nc(-c3ccoc3)c2CO1
0.9	3.4	0.8	4.1	1.0	1	nt	nt	9.5	CCOC(=O)N1CCN(c2c(NCCc3ccccc3)c(=O)c2=O)CC1
1	32.7	1.1	-18.3	3.1	0.7	1	-0.63	4.0	CCCn1c2ccccc2c2nnc(SCC(=O)Nc3cc(C)on3)nc21
1	21.2	1	2.6	-1.8	0.8	1.1	0.13	4.8	CCOC(=O)N1CCC(c2nc3ccccc3[nH]2)CC1
1	3.8	1.2	4.9	0.8	1	1.4	4.32	1.1	O=c1nc(N2CCOCC2)nc2n1CCO2
0.7	5.4	1.1	6.1	-6.3	0.9	1.1	0.83	27.6	Cc1c(C)n(CC(O)CN2CCOCC2)c2ccccc12 (centres undefined)
0.5	68.4*	0.8	-1.9	0.3	0.3	nt	0.13	46.2	CCCOC(=O)c1ccc(NC(=O)CCOc2ccccc2)cc1
1.1	-19.0	1.1	nt	nt	1.2	nt	0.44	-10.3	N=c1n(-c2ccccc2)c(O)cc(=O)n1-c1ccccc1
0.8	28.0	1.4	nt	nt	0.7	1.1	-0.15	15.3	COc1ccc(-c2cc(C(F)F)n3ncc(C(=O)N4CCCCC4)c3n2)cc1
0.6	36.2	1.1	nt	nt	0.6	nt	1.32	43.9	CCOc1ccc2c(c1)nc(SCC(=O)c1ccc(Br)s1)n2C
1	-2.2	1.2	2.2	-0.3	1	1.2	1.27	-2.8	C(=N\c1nc2ccccc2[nH]1)/c1cccs1
0.9	-3.5	0.8	-33.0	0.1	1	1.1	1.14	11.9	CCn1ncc(C2=NOC(C(=O)NCC(C)C)C2)c1C (centres undefined)
0.8	42.8	0.8	nt	nt	0.6	nt	0.36	22.8	O=C(CSc1nc2c(sc3ccccc32)c(=O)n1CCO)NCc1ccco1
0.7	43.4	0.9	nt	nt	0.6	nt	-1.98	31.1	Oc1c(N=Nc2ccccn2)ccc2ccccc12
0.7	-2.7	1.5	9.7	0.6	1	1.1	0.82	27.9	O=C(NC1CCN(Cc2ccccc2)CC1)C1COc2ccccc2O1 (centres undefined)
1.1	-180.1	1.2	10.8	2.7	2.8*	1.6	nt	-13.3	CCOc1ccc(NC(=O)c2cnc3scc(C)n3c2=O)cc1
0.9	17.3	1	5.0	-0.5	0.8	nt	2.28	13.7	COc1ccccc1N1CCN(C(=O)C(=O)N/N=C/c2cccc(O)c2)CC1
1	18.5	1.1	-8.5	0.3	0.8	1.2	1.06	-4.5	CCOc1cccc(NC(=O)C(Cc2cccs2)c2nn[nH]n2)c1 (centres undefined)
0.9	5.3	0.8	-25.7	-4.3	0.9	1.1	nt	8.9	COc1ccc(-n2nc3c(c2NC(=O)C2CCCC2)CS(=O)C3)cc1 (centres undefined)
0.8	50.3*	0.9	-18.0	-0.2	0.5	1	-1	21.2	COc1ccc(-c2cc(C(=O)N(C)Cc3ccccc3)no2)cc1OC
0.9	11.3	1	3.9	0.9	0.9	0.9	0.26	5.7	CC(C)CC(=O)N1CCC(N2CCN(c3ccccc3)CC2)CC1
0.9	-1.0	0.8	-19.2	-5.1	1	1.1	0.37	6.0	CN(CC(=O)O)S(=O)(=O)c1cc(Cl)ccc1Cl

# Marked active in CYP2C9 activ, among the entries above:
CYP2C19 act	CYP2C9 inh	PLAP act	CD11b adhes inh	CD11b adhes enh	CYP2C9 activ	MT1-MMP txn act	Pyk2 oligo antag	CYP2C19 inhib	Molecule
1.1	-180.1	1.2	10.8	2.7	2.8*	1.6	nt	-13.3	CCOc1ccc(NC(=O)c2cnc3scc(C)n3c2=O)cc1

# New compounds follow:
CYP2C19 act	CYP2C9 inh	PLAP act	CD11b adhes inh	CD11b adhes enh	CYP2C9 activ	MT1-MMP txn act	Pyk2 oligo antag	CYP2C19 inhib	Molecule
0	69.6*	1.1	-10.6	-3.3	0.3	1.1	-1.33	99.4*	COC(=O)c1ccc(Cn2nc(C)c(Br)c2C)cc1
1	4.0	0.9	-2.1	0.4	1	1	-0.29	3.6	O=C(NC(c1ccccc1)c1ccccc1)N1CCN(CCO)CC1
0.1	83.3*	1.2	-23.9	0.3	0.2	1.1	0.95	93.0*	COc1ccc(S(=O)(=O)Nc2ccc(N(C)C(C)=O)cc2)cc1
0.9	-16.9	1.8	29.9	-2.7	1.2	1	nt	10.4	C(=C\c1ccccc1)/CN1CCN(Cc2ccc3c(c2)OCCO3)CC1
1.1	-16.6	1	6.9	0.5	1.2	1	nt	-10.6	CC1(C)CC(=O)C2=C(C1)Nc1ccccc1NC2c1nc2ccccc2[nH]1 (centres undefined)
1	-5.7	0.9	-20.6	4.6	1.1	1	0.28	-2.6	Cc1ccc(NC(=O)CCCC(=O)O)c(Br)c1
0.9	4.8	1.7	-52.4	4.3	1	1.1	0.21	12.6	CC(=O)NC(Cc1ccc(F)cc1)C(=O)NC1CCN(c2nnnn2-c2ccccc2)CC1 (centres undefined)
1.1	18.3	1.1	-5.8	-2.8	0.8	nt	-0.34	-14.1	CCC(C)(C)NC(=O)CN(C(=O)c1snc(C(N)=O)c1N)c1ccc(OC)c(OC)c1
0.7	70.8*	0.8	1.8	-1.1	0.3	nt	1.13	25.9	O=C(Nc1ccc(S(=O)(=O)N2CCCC2)cc1)c1cccnc1
0.2	-113.0	0.8	9.2	-1.2	2.1*	1.4	0.53	77.0*	CCOc1ccc(C(=O)Nc2cc(OC)ccc2OC)cc1
0.8	25.4	1.2	-38.1	13.3	0.7	nt	0.74	22.5	COc1ccc(/C=C/C(=O)Oc2ccc(/C=N/NC(=O)COc3c(C)cccc3C)cc2)cc1
0.7	71.6*	1.2	-35.9	6.9	0.3	1.2	1.17	31.4	CCc1nnc(NC(=O)CSc2nc(-c3ccc(OC)cc3)ns2)s1
1.1	-17.3	1.6	12.6	-3.5	1.2	1.1	-0.25	-5.0	O=C(c1nn2c(C(F)(F)F)cc(-c3ccc(F)cc3)nc2c1Cl)N1CCOCC1
0.8	19.6	1.1	-15.7	-0.5	0.8	1	-0.17	16.1	CC(=O)N1CCC2(CC1)C(C#N)=C(N)Oc1c2sc2nc(C)cc(C)c12
1	12.6	1.1	0.6	-0.7	0.9	1.1	0.52	1.2	CCC(=O)c1ccc(OCC(O)CN2CCOCC2)cc1 (centres undefined)
1.2	-18.7	1.1	6.6	-1.1	1.2	1.1	1.63	-23.1	COc1ccc(C2CC(C(F)(F)F)n3ncc(C(=O)O)c3N2)cc1OC (centres undefined)
0.8	12.5	1.3	-3.6	-3.3	0.9	0.9	1.54	22.4	Cc1ccc(-n2nc(C(=O)O)cc2-c2ccccc2)cc1
0.3	21.6	1	-3.2	-2.6	0.8	1.1	0.24	69.4*	Cc1onc(-c2ccccc2)c1C(=O)N1CCCc2ccccc21
1	21.8	1	-2.2	-0.4	0.8	1.2	nt	3.9	Cc1ccc(-c2nnc3n2N=C(c2ccc(Br)cc2)CS3)cc1
1.1	-3.3	1.1	1.9	-2.9	1	1.2	0.37	-7.3	CCN(CC)CCn1c(NCc2ccc(OC)cc2)nc2ccccc21
0.7	15.1	1.3	7.3	1.4	0.8	1	-0.56	30.9	COc1cccc(/C=c2/s/c(=C(\C#N)C(=O)N3CCOCC3)n(-c3ccccc3)c2=O)c1
1	-6.4	1.6	3.2	-3.2	1.1	1.1	0.63	0.0	CCOC(=O)N1CCC(NC(=O)C2CCN(C(=O)N3CC(C)Oc4ccccc43)CC2)CC1 (centres undefined)
0.8	43.1	0.8	1.4	76.7	0.6	nt	-0.12	15.3	Cc1ccc(-c2nc3ncccc3o2)cc1NC(=O)c1sc2ccccc2c1Cl
0.9	12.0	1	0.4	0.1	0.9	1.1	0.85	11.6	O=C(CCN1C(=O)C2C3C=CC(C3)C2C1=O)Nc1ccc2ncccc2c1 (centres undefined)
0.8	26.0	1	9.9	-3.5	0.7	1.2	0.42	22.5	CC(C)CC1CC(=O)OC1(C)C(=O)CSc1nc2ccccc2s1 (centres undefined)
0.6	59.9*	0.8	-17.8	-5.1	0.4	0.9	0.04	40.5	CCOC(=O)c1c(C)c(C(=O)NCc2ccc3c(c2)OCO3)c(C)n1C
0.8	10.9	1	-12.9	-1.4	0.9	1.2	-0.81	24.2	O=C(Nc1ccccc1Oc1ccccc1)c1cnccn1
0.8	50.8*	1.6	1.4	10.7	0.5	1.1	-1.17	22.9	Cc1ccc(S(=O)(=O)c2c(N)n(/N=C/c3ccco3)c3nc4ccccc4nc23)cc1C
0.5	79.9*	0.8	-0.7	1.6	0.2	1.2	0.86	47.3	CCCc1nnc(NC(=O)c2ccncc2)s1
0.9	-0.5	1.1	-13.4	1.7	1	1.1	1.39	5.1	O=C(c1cnn2c(C(F)(F)F)cc(-c3ccc(Br)cc3)nc12)N1CCOCC1

# Compound profiles (already shown). Order of screens: CYP2C19 act, CYP2C9 inh, PLAP act, CD11b adhes inh, CD11b adhes enh, CYP2C9 activ, MT1-MMP txn act, Pyk2 oligo antag, CYP2C19 inhib
# CCN(CC)CCn1c(NCc2ccc(OC)cc2)nc2ccccc21 is listed as 1.1, -3.3, 1.1, 1.9, -2.9, 1, 1.2, 0.37, -7.3
# COc1ccccc1CNC(=O)CN(C)CC(=O)Nc1cccc(F)c1 is listed as 0.1, 84.9*, 1.6, -10.3, 0.3, 0.2, 1, -0.44, 92.5*

# Other entries
CYP2C19 act	CYP2C9 inh	PLAP act	CD11b adhes inh	CD11b adhes enh	CYP2C9 activ	MT1-MMP txn act	Pyk2 oligo antag	CYP2C19 inhib	Molecule
0.9	9.5	1	-25.9	2.1	0.9	1	-0.83	7.4	Cc1cccc2cc(CN(Cc3ccco3)C(=O)c3cccs3)c(=O)[nH]c12
0.4	0.7	0.9	-1.6	-0.3	1	1.1	0.21	62.2*	CN(C)S(=O)(=O)c1ccc(S(=O)(=O)N2CCCC2)cc1
1.1	-9.8	1.1	-12.3	3.1	1.1	nt	nt	-13.0	COC(=O)C1CCN(S(=O)(=O)c2cn(C)c(=O)n(C)c2=O)CC1
1.1	32.0	1.3	18.5	-4.7	0.7	1.1	0.28	-14.8	COCCN1C(=O)C(O)=C(C(=O)c2ccco2)C1c1cccc(Oc2ccccc2)c1 (centres undefined)
0.6	26.2	1.1	-1.2	-2.8	0.7	1.1	-1.25	37.2	CCCCC(CC)C(=O)Nc1ccc(C#N)cc1 (centres undefined)
1.1	-7.6	1.2	-1.9	0.6	1.1	1.1	0.6	-13.9	CCOC(=O)CCc1n[nH]c(=O)[nH]c1=O
1	-1.4	0.9	-14.0	-4.2	1	1.2	1.11	4.9	O=C(NCn1ccc(=O)[nH]c1=S)c1ccccc1

# Compound activity: PubChem, Sanford-Burnham Center for Chemical Genomics
